# Source: PubChem
# AMA1-RON2 inh: qHTS for Inhibitors of AMA1-RON; Towards Development of Antimalarial Drug Lead: Primary Screen | actives 0.2% (n = 360,000) | AlphaScreen AMA1-biotinylated RON2 peptide binding | Plasmodium falciparum AMA1 (3D7) - RON2 peptide interaction | Potency, µM (series often up to 58.2 µM), for inactives: top-dose activity change, negative = inhibition, usual class: inhibitors;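 further: potency means the concentration at half of the fitted maximal effect; 0% = vehicle wells and -100% = peptide control; nearly all actives have a fitted effect of over 45% in size; some results filed as inactive show a strong effect at the top dose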
#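 AMA1 (3D7) with his tag at 25 nM final met compounds first, then biotinylated RON2 peptide at 25 nM; detection used donor plus acceptor beads, 10 µg/mL apiece, read by AlphaScreen after 30 min at room temperature.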
# Giardia FBPA inh: qHTS Assay for Inhibitors of Fructose-1,6-bisphosphate Aldolase from Giardia Lamblia | A8B2U2 | purified Giardia FBPA | Potency, µM (top dose mostly 59.6 µM), inactives show top-dose activity, negative = inhibition, usual class: inhibitors | actives 0.71% (n = 290,000) | AID 2451, 2010; further: potency means the concentration at half of the fitted maximal effect; on the % scale 0 is the no-effect control and ±100 the full control effect; nearly all actives have a fitted effect of over 55% in size
# Target sequence (A8B2U2 whole entry, looked up): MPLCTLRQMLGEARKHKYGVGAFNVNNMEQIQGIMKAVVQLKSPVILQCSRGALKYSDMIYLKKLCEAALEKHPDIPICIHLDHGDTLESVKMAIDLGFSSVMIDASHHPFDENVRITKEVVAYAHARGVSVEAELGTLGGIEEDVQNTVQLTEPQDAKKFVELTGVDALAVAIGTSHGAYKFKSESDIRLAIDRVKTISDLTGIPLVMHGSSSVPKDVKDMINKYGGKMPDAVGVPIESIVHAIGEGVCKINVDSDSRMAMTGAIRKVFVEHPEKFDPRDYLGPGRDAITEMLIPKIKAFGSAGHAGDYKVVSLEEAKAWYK
#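 40 nM FBPA preincubated 10 min at RT with compound (up to 57.5 uM final), then substrate plus GAPDH/TPI/NAD/arsenate coupling and diaphorase/resazurin added. Fluorescence read after 20 min at RT, 525/598 nm.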
# AmpC no deterg: qHTS Inhibitors of AmpC Beta-Lactamase (assay without detergent); Potency, µM (highest dose often 57.1 µM), inactives show top-dose activity change, negative = inhibition, actives largely listed as inhibitors; P00811; AmpC nitrocefin hydrolysis, absorbance 480 nm, 0.0001% Triton; AID 485341, 2010; actives 0.52% (n = 330,000);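 further: potency means the concentration at half of the fitted maximal effect; plate controls were no compound for no effect and no enzyme for full effect; nearly all actives have a fitted effect of over 20% in size; some results filed as inactive show a strong effect at the top dose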
# Target sequence (P00811 whole entry, looked up): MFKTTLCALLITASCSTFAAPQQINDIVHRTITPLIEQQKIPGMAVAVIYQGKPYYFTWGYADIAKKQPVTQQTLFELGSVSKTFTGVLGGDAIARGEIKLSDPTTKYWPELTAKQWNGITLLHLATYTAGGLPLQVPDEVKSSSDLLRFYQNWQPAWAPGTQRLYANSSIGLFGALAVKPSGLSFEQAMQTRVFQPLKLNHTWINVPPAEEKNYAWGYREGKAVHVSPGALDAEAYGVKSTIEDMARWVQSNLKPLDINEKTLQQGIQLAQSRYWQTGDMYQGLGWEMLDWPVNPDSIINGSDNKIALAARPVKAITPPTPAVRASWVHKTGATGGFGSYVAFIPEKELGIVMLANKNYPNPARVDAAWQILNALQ
#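 AmpC (5.3 nM in the dispensed reagent) in 20 mM phosphate pH 7.0 with 0.01% (detergent screen) or 0.0001% Triton X-100 was preincubated with compounds for 15 min at room temperature. Nitrocefin was then added from an 800 uM solution, and hydrolysis was followed at 480 nm.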
# Shiga toxin inh: A qHTS for Small Molecule Inhibitors of Shiga Toxin; actives 9.2% (n = 290,000); AID 2315, 2010; inhibition, % at 38.7 µM; Vero cells, Shiga toxin protein synthesis inhibition reporter; in the data active means inhibition mostly above about 28%, no sharp cut-off; inactive means mostly below about 43%; further: 0% is about no effect
# HCMV antiviral: qHTS Assay for inhibitors of the human cytomegalovirus (HCMV); HFF cells, HCMV-luciferase reporter, 72 h; active compounds read low; activity change, negative = inhibition, % at 57.5 µM; actives 4.5% (n = 410,000); in the data active means activity change below about -60%; inconclusive means no clear call, values can overlap the other calls; inactive means above about -39%; further: on the % scale 0 is the no-effect control and ±100 the full control effect
#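 Screen run at 2 compound doses on HFFs infected with reporter HCMV, MOI 1 PFU/cell. Luciferase activity from cell lysates at 72 h post infection gave inhibition relative to buffer-only and Salinomycin wells.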
# AmpC inh detg: qHTS Inhibitors of AmpC Beta-Lactamase (assay with detergent) | AmpC hydrolysis of nitrocefin, absorbance 480 nm, 0.01% Triton | Potency, µM (titrated, usually from 114 µM), for the others: at the top dose activity change, negative = inhibition, actives largely listed as inhibitors | actives 0.041% (n = 370,000);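 further: potency means the concentration at half of the fitted maximal effect; 0% = no-compound wells and -100% = no-enzyme wells; nearly all actives have a fitted effect of over 25% in size; some results filed as inactive show a strong effect at the top dose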
#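 20 mM phosphate pH 7.0 + 0.01% (detergent screen) or 0.0001% Triton X-100; 5.3 nM AmpC reagent; cpd preinc 15 min RT; nitrocefin (800 uM stock) to start; A480 q20 s × 4 min; Activity was normalised to no-enzyme and no-compound control wells.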
# Cycloheximide cs: Cycloheximide Counterscreen for Small Molecule Inhibitors of Shiga Toxin; max response, %; actives 12% (n = 300,000); cell reporter, cycloheximide protein synthesis inhibition counterscreen; in the data active means max response mostly above about 13%, no sharp cut-off; inactive means mostly below about 14%; further: read at 38.3 µM for the half of the compounds with a filed dose; 0% is about no effect
# Numbers without * were called inactive; u = inconclusive; x = not tested or not shown; & = joins results of further samples; [ ] = another dose, or the depositor's remark. Unless noted, the call rests on the fitted dose curve; in most records, active means well fitted curve in the direction sought with a large enough effect; inconclusive means small, poorly fitted or top-dose-only effect, or another doubt; inactive means no such curve, though single readings can be large; an effect the other way counts as inactive or inconclusive.
# The line under a structure holds: AMA1-RON2 inh | Giardia FBPA inh | AmpC no deterg | Shiga toxin inh | HCMV antiviral | AmpC inh detg | Cycloheximide cs
- COc1ccc2nc(C)cc(SCC(=O)N/N=C/c3c(OC)ccc4ccccc34)c2c1
    0% | -1% | -2% | 15 | -3 | 0% | -1
- CN(NS(C)(=O)=O)c1c(C#N)c(C(F)(F)F)nn1C
    1% | 0% | -18% | -11 | 29 | 1% | -6
- Cc1ccc(CNC(=O)Cn2c(=O)n(CC(=O)N3CCCCC3)c(=O)c3sccc32)cc1
    -12% | x | 10% | -3 | -30 | 1% | -3
- Cc1cccc(/C=N/NC(=O)c2ccc3c(c2)OCCO3)c1O
    x | x | -28% | 55* | -98* | -1% | 14
- CCCn1c(SCC(=O)NC2CCCCC2C)n[nH]c1=O (stereo unspecified)
    13% | 2% | x | 3 | 27 | -4% | 9
- Cc1ccc(-n2nc(C)c(NS(=O)(=O)c3ccccc3)c2C)cc1C
    -8% | -2% | -17% | -19 | 14 | -2% | 13
- CC1Cc2nc(SCC(=O)Nc3ccc4c(c3)OCO4)n(-c3ccc(F)cc3)c(=O)c2S1 (stereo unspecified)
    -2% | -16% | -20% | -6 | -13 | -6% | -4
- COc1cccc2cc(C(=O)c3ccc([N+](=O)[O-])cc3)oc12
    -15% | 9% | -30% | 22 | 70 | 10% | 23*
- CCCCN=C(C)c1c(O)c2ccccc2oc1=O
    0% | 5% | -9% | 65 | 15 | u | 32*
- CCN1CCN(C(=O)c2ccccc2N(Cc2ccccc2)S(=O)(=O)c2ccc(C)cc2)CC1
    0% | 2% | 143%[activator] | -16 | 7 | -10% | -4
- CC(CC(=O)NCCc1ccc(S(N)(=O)=O)cc1)c1ccccc1 (stereo unspecified)
    -4% | 15% | -1% | -10 | 5 | 5% | -1
- O=C(CCCCCn1c(=S)[nH]c2ccc(Br)cc2c1=O)NCC1CCCO1 (stereo unspecified)
    17% | -6% | -41% | 4 | -8 | u | -6
- CCN(CC)CCCNC(=O)c1cc2c(=O)n(CC)c3ccccc3c2s1
    -1% | -2% | 36% | 5 | -14 | -7% | -6
- CCC(C)C(NC(=O)/C(=C\c1ccccc1)NC(=O)c1ccc(OC)cc1)C(=O)O (stereo unspecified)
    8% | 19% | -3% | 17 | -11 | 1% | -1
- O=C1[C@@H]2[C@@H]3C[C@@H]([C@H]4ON=C(c5ccc(Cl)cc5)[C@@H]34)[C@@H]2C(=O)N1c1ccc2c(c1)OCO2
    -15% | -4% | -38% | -12 | -11 | -6% | 2

# Part of the list above in order of length of the SMILES, rising.
# The line under a structure holds: AMA1-RON2 inh | Giardia FBPA inh | AmpC no deterg | Shiga toxin inh | HCMV antiviral | AmpC inh detg | Cycloheximide cs
- CCCCN=C(C)c1c(O)c2ccccc2oc1=O
    0% | 5% | -9% | 65 | 15 | u | 32*
- CN(NS(C)(=O)=O)c1c(C#N)c(C(F)(F)F)nn1C
    1% | 0% | -18% | -11 | 29 | 1% | -6
- Cc1cccc(/C=N/NC(=O)c2ccc3c(c2)OCCO3)c1O
    x | x | -28% | 55* | -98* | -1% | 14
- CCN(CC)CCCNC(=O)c1cc2c(=O)n(CC)c3ccccc3c2s1
    -1% | -2% | 36% | 5 | -14 | -7% | -6
- Cc1ccc(-n2nc(C)c(NS(=O)(=O)c3ccccc3)c2C)cc1C
    -8% | -2% | -17% | -19 | 14 | -2% | 13
- COc1ccc2nc(C)cc(SCC(=O)N/N=C/c3c(OC)ccc4ccccc34)c2c1
    0% | -1% | -2% | 15 | -3 | 0% | -1
- Cc1ccc(CNC(=O)Cn2c(=O)n(CC(=O)N3CCCCC3)c(=O)c3sccc32)cc1
    -12% | x | 10% | -3 | -30 | 1% | -3
- CCN1CCN(C(=O)c2ccccc2N(Cc2ccccc2)S(=O)(=O)c2ccc(C)cc2)CC1
    0% | 2% | 143%[activator] | -16 | 7 | -10% | -4
- O=C1[C@@H]2[C@@H]3C[C@@H]([C@H]4ON=C(c5ccc(Cl)cc5)[C@@H]34)[C@@H]2C(=O)N1c1ccc2c(c1)OCO2
    -15% | -4% | -38% | -12 | -11 | -6% | 2

# (further entries)
# The line under a structure holds: AMA1-RON2 inh | Giardia FBPA inh | AmpC no deterg | Shiga toxin inh | HCMV antiviral | AmpC inh detg | Cycloheximide cs
- CCOC(=O)C1CCCN(c2c(N3CCOCC3)c(=O)c2=O)C1 (stereo unspecified)
    5% | 3% | -11% | -16 | 26 | -12% | -8
- O=C(CN1CCN(Cc2ccccc2Cl)C1=O)N1CCCCCC1
    7% | 3% | -5% | -15 | 25 | u | -3
- CCc1nn2c(N3CCOCC3)cc(C)nc2c1-c1ccc(F)cc1
    10% | 8% | -6% | -11 | -25 | -1% | 0
- COc1ccc(OC)c(-c2csc(NC(=O)CSCc3c(C)noc3C)n2)c1
    u | x | -50% | x | -39 | u | x
- O=C(Nc1ccc2c(c1)OCCO2)c1ccncc1
    -16% | -8% | -23% | 117* | 80 | u | 33*
- COCCNC(=O)C(OC(=O)C1=Cc2ccccc2OC1)C(C)C (stereo unspecified)
    -13% | 1% | 25% | -8 | u | 1% | 2
- CCOc1cc(C(=O)Nc2ccc(N3CCN(C(C)=O)CC3)cc2)cc(OCC)c1OCC
    -6% | 0% | 9% | x | 39 | 6% | 6
- C#CCOCCOCCOCCNc1nc(N2CCOCC2)nc(N2CCN(C(=O)[C@H](CC(N)=O)n3cc([C@@H](N)C(C)C)nn3)CC2)n1
    10% | x | 4% | x | 12 | x | x
- COc1cc(NC(=O)c2cc(-c3ccc4c(c3)OCO4)on2)cc(OC)c1OC
    15% | 1% | -22% | 26 | -10&-12 | -13%&13% | -4
- Cc1c(Cl)cccc1N(Cc1ccc(C(=O)O)cc1)S(=O)(=O)c1ccccc1
    100%[activator] | u | -10%[2.29 µM] | -12 | -14 | -1% | -5
- O=C1c2ccccc2C(=O)N1CC1c2ccccc2CCN1S(=O)(=O)c1cnc[nH]1 (stereo unspecified)
    1% | -4% | 1% | -16 | -11 | -2% | 1
- COc1ccc(CCN2C(=O)CC(Sc3ncccc3C(=O)O)C2=O)cc1OC (stereo unspecified)
    0% | 2% | -2% | 0 | 6 | u | -3
- CC1(C)CC(NC(=O)C23CCC(C)(C(=O)C2=O)C3(C)C)CC(C)(C)N1 (stereo unspecified)
    -4% | 7% | -15% | -9 | 23 | -8% | 5
- Cc1ccc(CNS(=O)(=O)c2ccc(-c3cnc(C4CC4)o3)cc2)cc1
    8% | x | -17% | 12 | -7&-10 | 2%&-10% | 6
- CCN1C(=O)N(c2ccc(C(C)=O)cc2)S(=O)(=O)c2ccccc21
    8% | 5% | 3% | 14 | 28&5 | -1%&8% | 12
- COC(=O)c1ccc(NC(=O)c2ccc3nccnc3c2)cc1
    -5% | -2% | -21% | 43 | 9 | 6% | 11
- COc1ccc(Cc2nnc(NC(=O)c3ccc(OC)c(OC)c3)s2)cc1OC
    3% | -2% | 101%[activator] | -21 | -2 | 6% | 4
- COc1ccccc1-c1ccc(SCC(=O)NCc2ccc3c(c2)OCO3)nn1
    1% | u | -1% | 3 | 28 | 0% | -6
- O=C(CN1C(=O)c2ccccc2S1(=O)=O)NCCSCc1cccc(Cl)c1
    u | -11% | -19% | 2 | -17 | -18% | -7
- COc1ccc(-c2sc(Nc3ccccc3)n[n+]2-c2ccc(F)cc2)c(C)c1C
    63%[activator] | -1% | -49% | -12 | -9 | u | 2
- COC(=O)C1=C(c2cccc3c2S(=O)(=O)c2ccccc2-3)C[C@@H]2CC[C@H]1N2C(=O)N1CCOCC1
    -9% | x | 111%[activator] | x | 24 | 8% | x
- COc1cccc(NC(=S)N(CCN(C)C)Cc2cccs2)c1
    -14% | 4% | -8% | -7 | -4 | u | 1
- CCCCN1C(=O)CCC(C(=O)O)C1c1ccc(OC)cc1 (stereo unspecified)
    -3% | 8% | -19% | 12 | -7 | u | 1
- CC(COc1ccc(C(C)C)cc1)NC(=O)c1ccc(Br)o1 (stereo unspecified)
    x | x | -2% | -5 | 11 | 2% | -1
- Cc1nn(C)c(C)c1/C=N/NC(=O)CCn1cc([N+](=O)[O-])cn1
    4% | 2% | -8% | 13 | -11 | 1% | 0
- O=C(Cc1ccccc1)Nc1cccc(-c2nc3ncccc3o2)c1
    -3% | 2% | -11% | 22 | -11 | -2% | 5
- Cc1ccc(NC(=O)CCC(=O)O)cc1F
    0% | 0% | -12% | 29 | 18 | -9% | -2
- Cc1nc2ccc(NS(=O)(=O)c3c(F)cccc3F)cc2s1
    -3% | x | -12% | x | u | x | x
- CN(C)CC/C=C1\c2cc(F)ccc2CSc2ccccc21
    -2% | -1% | 27% | -5 | 18 | u | -2
- Cc1cccc(NC2=C(NCCO)C(=O)c3ccccc3C2=O)c1
    u | u | 0% | 25 | 7 | -6% | 2
- O=C(CSc1nc(Nc2ccccc2)nc(N2CCOCC2)n1)Nc1cc(Cl)ccc1O
    -5% | x | -19% | -4 | -34 | 1% | 8
- COc1ccc(OC)c(N(CC(=O)N2CCCC2)S(=O)(=O)c2ccc(OC)c(OC)c2)c1
    13% | 2% | 57% | 5 | x | 10% | -2
- COc1ccc(OC)c(C2NC(=O)c3sc(=S)n(-c4ccccc4)c3N2)c1 (stereo unspecified)
    u | -24% | -24% | 4 | -23 | 5% | 4
- O=C(CSc1ccc(-c2ccccc2)nn1)N1CCCc2ccccc21
    -2% | -3% | -12% | -7 | 2 | u | 1
- N#Cc1cccc(C(c2nnnn2Cc2ccccc2)N2CCCC2)c1 (stereo unspecified)
    -7% | -7% | -27% | 32 | 14 | -17% | -3
- COc1cccc(N2CCN(S(=O)(=O)c3ccc4ccccc4c3)CC2)c1
    -5% | x | -20% | x | -25 | 0% | x
- CC12CCC=CC1C(c1ccc(C(F)(F)F)cc1)N(Cc1ccccc1)C2=O (stereo unspecified)
    x | 9% | x | -14 | x | x | 0
- CCN1C(=O)N(C)[C@@H](c2ccccc2)C(C(=O)OC)=C1C
    -5% | 13%[12.9 µM] | -10% | 2 | -10 | 0% | 21*
- C[C@H](C[C@H](N)C(=O)O)C(=O)O
    x | 14%&4% | x | -5 | x | x | -5
- COc1ccc(Cn2c(SCc3cc(C)ccc3C)nc3cc(OC)c(OC)cc3c2=N)cc1
    -14% | 2% | -14% | -6 | -23 | 10% | -2
- O=C(Nc1ccc(Cl)cc1)c1csc(-c2ccncc2)n1
    -4% | -10% | -26% | 10 | 14 | 1% | 16
- CC(NS(=O)(=O)c1ccc2c(c1)oc(=O)n2C)c1ccccc1 (stereo unspecified)
    -4% | x | -34% | -21 | 0 | 7% | -5
- CN(C)CCCNC(=O)c1cc(C(=O)C2CCCCC2)c[nH]1
    -11% | -1% | -17% | -2 | 4 | u | 4
